# BaF3 tox = reduces parental Ba/F3 cell viability, JAK2V617F counter-screen. CellTiter-Glo ATP luminescence. inhibition, % at 5.6 µM. hit rate 1.1% among 220,000;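 active means inhibition above a per-campaign cutoff, the mean inhibition of all tested compounds plus 3 SD, cut at about 27% in these data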;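 further: 0% = DMSO wells and 100% = JAK Inhibitor I control wells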
# Ba/F3 V617F tox = lowers viability of Ba/F3 cells expressing EpoR and JAK2V617F; inhibition, % at 5.6 µM; ATP luminescence; hit rate 1.1% among 220,000;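 active means inhibition above the campaign mean plus 3 SD over all tested compounds, cut at about 24% in these data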;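 further: cytokine-independent growth of Ba/F3 cells driven by EpoR plus mutant JAK2; 0% = DMSO-treated cells and 100% = JAK inhibitor I control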
# TRPML3 ag = activates the human TRPML3 channel; Q8TDD5; HEK293 TRPML3-YFP, Fluo-8 calcium fluorescence; 100% = the carbachol control signal; activation, % at 3 µM; hit rate 0.29% among 220,000; AID 1448;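 active means activation above its plate's cutoff, the mean activation of the plate's test wells plus 3 SD, cut at about 12% in these data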;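 further: 0% = DMSO only wells and 100% = carbachol wells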
# Target sequence (Q8TDD5 whole entry, looked up): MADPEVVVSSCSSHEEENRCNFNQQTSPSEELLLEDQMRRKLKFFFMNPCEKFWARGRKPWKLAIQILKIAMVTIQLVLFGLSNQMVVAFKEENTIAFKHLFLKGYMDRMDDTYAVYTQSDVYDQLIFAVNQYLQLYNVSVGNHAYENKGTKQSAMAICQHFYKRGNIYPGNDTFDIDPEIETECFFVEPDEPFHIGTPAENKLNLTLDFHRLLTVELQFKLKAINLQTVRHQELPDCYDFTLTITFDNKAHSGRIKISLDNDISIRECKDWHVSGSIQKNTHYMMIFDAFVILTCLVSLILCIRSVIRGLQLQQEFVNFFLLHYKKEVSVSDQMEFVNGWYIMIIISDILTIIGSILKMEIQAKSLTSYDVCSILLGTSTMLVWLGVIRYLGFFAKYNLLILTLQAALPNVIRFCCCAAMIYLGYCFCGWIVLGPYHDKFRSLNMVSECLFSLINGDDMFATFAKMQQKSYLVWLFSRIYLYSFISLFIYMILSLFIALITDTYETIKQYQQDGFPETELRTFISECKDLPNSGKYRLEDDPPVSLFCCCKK
#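 system = HEK293 cells stably carrying human TRPML3-YFP | doses = one concentration, 3 µM nominal, 0.3% DMSO | timing = dye loading 1 h 37 °C then 30 min ambient, 125 s read | detection = Fluo-8 calcium dye fluorescence, ex 470-495, em 515-575 nm | benchmarks = high control carbachol 87 µM, low control DMSO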
# PPC-1+TRAIL kill = compounds killing PPC-1 cancer cells with TRAIL present (potentiator screen, no TRAIL-free arm); PPC-1 cells + TRAIL, ATPLite viability luminescence; cell killing (% activity), % at 4 µM; hit rate 0.41% among 220,000; AID 1443;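 active means cell killing above 50% in the first pass at 4 µM, then a duplicate retest at 5 µM averaging 50% or more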;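 further: plate controls were cells with TRAIL plus DMSO for no effect and medium-only wells lacking cells for full effect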
# TRPN1 ag = activates the zebrafish TRPN1 channel. HEK293 zebrafish TRPN1-YFP, Fluo-8 calcium fluorescence; 100% = response to 87 µM carbachol. activation, % at 3 µM. hit rate 0.18% among 220,000;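 active means activation above its plate's cutoff, the mean activation of test wells on that plate plus 3 SD, cut at about 19% in these data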;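 further: 0% = DMSO alone and 100% = 87 µM carbachol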
#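 System: zebrafish TRPN1-YFP in HEK293 cells / Dosing: 3 µM single point / Timing: dye loading 1 h at 37 °C, then 30 min room temperature / Signal: Fluo-8 calcium fluorescence, excitation 470-495 nm, emission 515-575 nm / Read-out basis: percent activation from peak over basal fluorescence ratio, control-normalized / Control set: high carbachol 87 µM, low DMSO alone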
# CHOP inhibitor = inhibitors of CHOP induction in ER stress response; CHO-K1 CHOP-promoter luciferase, tunicamycin-induced, 15-18 h; inhibition, % at 10 µM; hit rate 3.8% among 220,000;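 active means compounds that reduced the stress-induced luciferase reporter signal by more than about 70% of percent inhibition, limit read from the data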;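 further: 0% = tunicamycin plus vehicle and 100% = wells without tunicamycin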
# RBBP9 inh = human RBBP9 hydrolase inhibition; O75884; recombinant RBBP9, FP-Rh probe fluorescence polarization; inhibition, % at 7.94 µM; hit rate 0.2% among 220,000;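 active means inhibition above the campaign mean of all tested compounds plus 3 SD, cut at about 14% in these data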;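 further: plate controls were DMSO wells with RBBP9 for no effect and wells lacking RBBP9 protein for full effect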
# Target sequence (O75884 whole entry, looked up): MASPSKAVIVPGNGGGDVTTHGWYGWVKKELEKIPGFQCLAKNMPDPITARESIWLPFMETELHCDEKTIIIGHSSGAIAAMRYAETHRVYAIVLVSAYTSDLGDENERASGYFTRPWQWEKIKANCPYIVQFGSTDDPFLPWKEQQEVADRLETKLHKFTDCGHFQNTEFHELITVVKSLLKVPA
#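 Measured by – fluorescence polarization · Test system – RBBP9 protein · Input – 2.5 µM RBBP9 dispensing solution, before mixing · Measure – percent inhibition from mP, scaled between DMSO and no-protein wells · Benchmarks – DMSO-treated enzyme wells and wells lacking RBBP9 · Times – preincubation 30 min plus labeling 45 min at 25 °C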
# Wee1 stabilizer = human Wee1 degradation inhibition, primary screen; P30291; HeLa Luc-Wee1K328M stability, luciferase luminescence; 100% = proteasome inhibitor MG132 effect; reporter increase, % at 5 µM; hit rate 1.2% among 220,000;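 active means activation above the mean of all tested compounds plus 3 SD, set per screening run, cut at about 8.8% in these data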;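 further: cells exposed to compound for 20 h before luminescence read; 0% = DMSO alone and 100% = MG132 at 30 µM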
# TNF death inh = TNF-alpha cell death inhibition in Jurkat FADD-/- cells; hit rate 0.068% among 220,000; activation (protection from cell death), % at 10 µM; Jurkat FADD-/- TNF necroptosis rescue, ATP luminescence, 24 h; 0 = TNF only, 100 = no-TNF cells;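 active means activation, meaning protection from cell death, of at least 50% relative to plate controls; inactive means activation below 50%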;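 further: necroptosis triggered by 40 ng/mL TNF-alpha added together with compound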
# Numbers without * were called inactive.
SMILES,BaF3 tox,Ba/F3 V617F tox,TRPML3 ag,PPC-1+TRAIL kill,TRPN1 ag,CHOP inhibitor,RBBP9 inh,Wee1 stabilizer,TNF death inh
CCN1CCc2c(sc(NC(=O)c3ccc(S(=O)(=O)N4CCOCC4)cc3)c2C(=O)OC)C1,6.3,3.1,0.7,23.2,1.1,19.5,-7.1,1.8,-0.4
CCn1nnnc1SCC(=O)NNC(=O)C1CCCCC1,5.6,0.4,0.8,7.9,-0.9,13.4,-5.8,5.3,-3.4
CCCCN(C(=O)CNC(=O)c1ccco1)C(C(=O)NC1CCCC1)c1ccc(OC)cc1 (configuration not stated),0.3,-2.7,0.4,15.7,-1.9,9.2,-11.1,-0.5,0.0
O=C(CN1CCN(Cc2ccccc2)C1=O)NCc1ccc(Cl)cc1,3.1,-3.5,0.0,15.0,-2.2,-14.0,6.9,5.2,-0.5
Cc1c(Cl)cccc1NC(=S)N(CCCN1CCOCC1)Cc1cccs1,5.9,3.8,0.7,-3.3,2.6,14.5,-7.8,2.5,1.5
O=C(c1ccccc1)N(Cc1ccc2c(c1)OCO2)Cc1nc2ccccc2c(=O)[nH]1,3.7,1.3,-0.8,0.5,-0.7,10.4,-2.3,1.9,-1.2
O=C1Cc2ccccc2C(c2ccc(Br)cc2)N1 (configuration not stated),6.8,1.0,0.0,1.3,1.9,45.1,-0.1,-0.4,2.5
CCOc1ncccc1C(=O)OCC(=O)c1cc(OC)c(OC)c(OC)c1,-2.9,-2.5,-0.2,19.9,0.8,-1.9,-4.7,3.8,-0.3
CC(C)Cc1ccc(C(C)C(=N)N)cc1 (configuration not stated),10.6,6.3,-0.7,5.2,-1.6,4.5,-3.7,-2.1,0.3
CS(=O)(=O)N(Cc1cc2ccccc2[nH]c1=O)C1CCCCC1,2.4,-1.3,1.5,13.5,4.1,0.9,-4.2,1.1,1.8
COc1ccc(C(=O)NC(=S)Nc2ccc([N+](=O)[O-])cc2C)cc1OC,3.1,-1.8,0.8,13.7,-1.0,79.2*,-4.8,-1.2,-4.0
Cc1ccc(-c2csc(NC(=O)c3cc([N+](=O)[O-])ccc3N3CCOCC3)n2)cc1,6.0,-1.2,0.6,20.7,1.0,-6.3,-0.7,1.7,4.4
Cc1nc2ncccn2c1-c1csc(Nc2ccc(O)cc2)n1,77.4*,82.4*,-0.9,7.8,2.0,52.5,11.6,1.6,-9.3
O=S(=O)(/N=C(\[O-])C[n+]1ccccc1)c1ccc(Cl)cc1,2.0,0.7,0.9,7.8,0.1,-1.7,-4.9,0.9,-0.1
CCCC(O)(CCC)C(=O)NN1CCCCC1,2.4,-3.3,0.5,5.5,1.4,-28.6,7.1,1.9,-1.8
CCCCNC(=O)O/N=C(\N)CS(=O)(=O)C(C)(C)C,-0.6,-1.0,-0.7,5.8,0.8,-8.8,3.4,0.4,1.5
COC(=O)Nc1nc(C)c(C(=O)N(C)C)s1,5.1,-1.4,0.8,-5.0,1.1,-2.2,-10.1,0.8,1.1
CN(C)S(=O)(=O)c1ccc2c(c1)c(=O)c(C(=O)N1CCN(c3ccccn3)CC1)cn2C,2.8,-2.8,-1.2,9.7,0.7,-12.3,6.3,2.4,0.6
Cc1cccc(/C=N/NC(=O)c2cccc([N+](=O)[O-])c2)n1,6.3,2.1,0.7,-3.0,-0.2,-20.7,-1.5,-1.2,1.0
Cc1c(NC(=O)COC(=O)C2(c3ccccc3F)CCCC2)c(=O)n(-c2ccccc2)n1C,2.4,-2.5,0.4,20.0,1.1,15.2,0.1,-1.4,-0.1
CCOc1ccccc1NC(=O)c1oc2ccccc2c1NC(=O)C1CCCO1 (configuration not stated),4.6,0.2,0.6,27.7,0.5,-14.4,6.8,-0.6,-1.9
Cc1nn(C)c(C)c1S(=O)(=O)N1CCC(C(=O)NC2CCCc3ccccc32)CC1 (configuration not stated),1.0,-2.5,-0.5,22.1,0.3,26.1,-9.9,-3.3,0.6
COc1ccc(C(=O)CSc2nc3cccnc3n2C)cc1,3.4,1.1,2.5,17.8,1.4,7.1,0.0,4.7,-4.7
Cc1ccccc1C(O)c1ccccn1 (configuration not stated),-1.0,-2.0,0.3,3.3,1.1,-36.2,-7.1,-0.3,-1.0
COc1ccc(NC(=S)N(CCc2c(C)[nH]c3ccc(C)cc23)Cc2cccnc2)cc1,2.1,-2.2,0.2,-4.6,-0.9,-0.4,-6.6,-1.2,5.6
CC(=O)C(C(C)=O)C(NC(=O)c1cccnc1)(C(F)(F)F)C(F)(F)F,0.9,-1.4,0.8,17.3,0.1,-0.8,-5.3,0.6,0.5
CCOC(=O)C(NC(=O)c1ccc(F)cc1)(Nc1sc2c(c1C(N)=O)CCC2)C(F)(F)F (configuration not stated),3.3,0.4,0.6,13.6,0.4,17.5,-9.0,-0.5,2.4
COc1ccccc1N(CC(O)CN1C(=O)NC(C)(C)C1=O)S(=O)(=O)c1ccc(C)cc1 (configuration not stated),5.1,-1.0,0.3,0.0,-0.4,17.2,-5.8,0.1,-3.2
COc1ccc2oc(=O)c(C(=O)NCC3CCCO3)cc2c1 (configuration not stated),5.4,-3.1,-0.5,4.2,1.6,-5.0,10.9,-0.5,-0.5
CCOc1ccc(C(O)Cn2c(=N)n(CCN3CCCCC3)c3ccccc32)cc1 (configuration not stated),6.1,1.1,0.9,11.7,-0.1,37.6,-6.4,3.6,-1.8
COc1cccc(OCc2nnc(SCC(=O)OC3CCCCC3)n2C)c1,-1.6,-4.2,-1.1,5.2,-0.5,-12.5,-0.7,-0.9,-0.6
CCOc1ccc(NC(=O)CN2C(=O)C3CC=CCC3C2=O)cc1 (configuration not stated),0.8,-1.1,-0.6,20.1,-0.3,34.2,-8.6,4.0,0.9
COc1ccccc1NC(C)C(=O)Nc1ccc(C(C)=O)cc1 (configuration not stated),2.8,-0.3,0.5,30.9,0.6,6.9,-7.0,-0.9,1.3
CS(=O)(=O)c1ccccc1C(=O)N1CCN(Cc2ccccc2)CC1,1.5,-5.3,1.1,26.8,2.3,-16.8,-1.9,-2.1,0.7
COc1cccc(CN2CCNC(=O)C2CC(=O)N2CCCCO2)c1OC (configuration not stated),10.7,1.3,0.7,17.6,0.6,-26.5,3.0,-2.7,-0.1
Cn1c(NC2CCCCC2)c(N=O)c(=O)n(C)c1=O,7.1,-1.6,0.4,3.3,1.7,8.2,8.5,2.2,0.4
CCC(C(=O)Nc1cc(Cl)c(OC)cc1OC)c1ccccc1 (configuration not stated),8.5,0.9,-0.5,0.8,-2.0,7.0,-0.5,-2.3,1.1
COc1ccc(C)cc1-n1c(=O)c2ccccc2c2ccccc2c1=O,7.0,-1.1,0.0,-1.8,-0.9,-5.2,-4.5,-3.2,-0.6
COc1nc(NC(C)(C)C)nc(Oc2ccc(=O)n(-c3ccccc3)n2)n1,-0.8,-2.4,-0.6,-13.0,1.5,26.6,4.4,0.3,0.5
COc1cc2c(cc1OC)-c1cc(NC3CCCCCCC3)nc(=O)n1CC2,9.4,2.8,-0.9,-9.3,-2.1,12.9,2.2,0.6,-3.3
Cc1cc(Cl)ccc1OCC(=O)N1CC(C)CC(C)C1 (configuration not stated),2.6,-0.3,-0.4,8.0,-0.8,63.6,10.1,-0.4,0.4
COc1ccc(OC)c(-n2cnc3cc(C(=O)NCCCN4CCOCC4)ccc32)c1,2.9,2.7,0.9,-14.7,0.7,-7.2,-2.9,-2.6,-0.4
COc1ccc(/C=C2\C(=O)ON=C2c2cccc([N+](=O)[O-])c2)cc1,-5.7,-3.8,1.0,10.9,-0.7,-0.7,-3.9,-0.2,0.6
c1ccc(-c2ncnc3nc4n(c23)CCC4)cc1,-1.3,-3.6,0.7,11.1,1.5,1.2,-5.4,-1.2,-1.8
COc1cccc(NC(=O)NCCCN2CCN(c3ccc(F)cc3)CC2)c1,6.3,4.6,0.6,4.9,0.8,12.9,-3.4,0.3,0.8
CCCn1c(N2CCN(C)CC2)nc2c1c(=O)[nH]c(=O)n2C,1.0,-3.4,-0.3,15.3,-0.3,-30.2,6.1,0.9,1.1
Cc1nn(C)c(Cl)c1NC(=O)OCc1ccc(Cl)cc1Cl,5.3,-3.3,2.1,7.0,4.8,-5.3,-7.9,0.5,-9.5
CNC(=S)N(CCc1ccc(OC)c(OC)c1)Cc1cc2c(C)cc(C)cc2[nH]c1=O,4.8,-2.2,0.7,-17.4,1.3,-9.3,-3.5,-2.2,2.8
CCN1CCN(C(C)C(=O)Nc2c(C)n(C)n(-c3ccccc3)c2=O)CC1 (configuration not stated),0.3,-1.3,1.0,16.1,0.0,5.7,-5.6,1.5,-0.3
CC1=NN(c2ccccc2)C(=O)/C1=C\C=C\c1ccccc1,1.1,-3.4,0.8,7.7,-0.9,-18.9,-4.5,-2.8,-26.7
CCCn1c(NC(=O)c2ccco2)nc2ccccc21,6.6,1.7,0.0,9.5,-1.6,21.4,0.2,0.2,4.1
Cc1ccc(-c2cc(C(=O)Nc3ccc(S(=O)(=O)Nc4onc(C)c4C)cc3)c3ccccc3n2)cc1,0.8,0.0,0.3,18.1,1.1,9.3,-6.5,7.9,0.2
Cc1ccc(NC(=O)C2CCCCC2C(=O)O)cc1C (configuration not stated),-2.3,-2.9,0.5,11.3,0.9,-0.3,-5.3,1.0,-0.1
O=c1c2ccccc2nc(SCc2cc(=O)n3ccsc3n2)n1CCCO,4.2,-1.2,0.8,18.6,-0.5,40.4,2.8,0.4,-5.1
CN1CCN(C(=O)C2=C[C@@H](C3CCCCC3)C[C@@H](OCc3ccc(CO)cc3)O2)CC1,0.6,-0.2,1.5,15.7,1.8,10.6,-2.6,1.5,1.6
O=c1oc2ccccc2n1Cc1ccccc1Cl,-2.3,8.2,-0.8,-1.6,-3.4,5.9,-8.0,-0.7,-1.5
COC(=O)COc1ccc(S(=O)(=O)N2CCN(c3ccccc3F)CC2)cc1C,3.5,7.3,-1.2,3.4,-1.0,15.8,1.8,-2.8,2.3

# Reformatted with tabs: part of the list above.
smiles	BaF3 tox	Ba/F3 V617F tox	TRPML3 ag	PPC-1+TRAIL kill	TRPN1 ag	CHOP inhibitor	RBBP9 inh	Wee1 stabilizer	TNF death inh
COc1ccc(C(=O)CSc2nc3cccnc3n2C)cc1	3.4	1.1	2.5	17.8	1.4	7.1	0.0	4.7	-4.7
Cn1c(NC2CCCCC2)c(N=O)c(=O)n(C)c1=O	7.1	-1.6	0.4	3.3	1.7	8.2	8.5	2.2	0.4
CCOc1ccc(C(O)Cn2c(=N)n(CCN3CCCCC3)c3ccccc32)cc1 (configuration not stated)	6.1	1.1	0.9	11.7	-0.1	37.6	-6.4	3.6	-1.8

# Bioassay records as filed in PubChem.
